Bioassay records deposited in PubChem BioAssay by Sanford-Burnham Center for Chemical Genomics.
tim23-1 inh – inhibits growth of tim23-1 mutant yeast; S. cerevisiae tim23-1 growth, BacTiter-Glo luminescence, 24 h; inhibition, % at 20 µM; AID 463212; 1.3% of 330,000 active;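 active = growth inhibition of the mutant yeast at or above 50%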;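 note: temperature-sensitive mutant grown at 25 °C; plate controls were DMSO-treated mutant yeast for no effect and medium wells lacking yeast for full effect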
TIM10 inh – TIM10 yeast growth inhibition; S. cerevisiae TIM10 strain growth, BacTiter-Glo luminescence, 24 h; inhibition, % at 10 µM; 1.4% of 330,000 active;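 active = inhibition of 40% or more at the single tested concentration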;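 note: wild-type TIM10 isogenic control strain grown at permissive 25 °C; 0% = DMSO yeast wells and 100% = minimal medium wells without yeast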
APJ antag – APJ receptor antagonism; P35414; CHO-K1 APJ beta-arrestin complementation, luminescence; inhibition, % at 20 µM; 0.32% of 330,000 active; AID 2521;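 active = inhibition above about 40% at 20 µM, limit read from the data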;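 note: cells challenged with 10 nM apelin-13 agonist together with compound; plate controls were apelin-13 plus DMSO wells for no effect and DMSO wells lacking apelin-13 for full effect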
Target sequence (P35414 whole entry, looked up): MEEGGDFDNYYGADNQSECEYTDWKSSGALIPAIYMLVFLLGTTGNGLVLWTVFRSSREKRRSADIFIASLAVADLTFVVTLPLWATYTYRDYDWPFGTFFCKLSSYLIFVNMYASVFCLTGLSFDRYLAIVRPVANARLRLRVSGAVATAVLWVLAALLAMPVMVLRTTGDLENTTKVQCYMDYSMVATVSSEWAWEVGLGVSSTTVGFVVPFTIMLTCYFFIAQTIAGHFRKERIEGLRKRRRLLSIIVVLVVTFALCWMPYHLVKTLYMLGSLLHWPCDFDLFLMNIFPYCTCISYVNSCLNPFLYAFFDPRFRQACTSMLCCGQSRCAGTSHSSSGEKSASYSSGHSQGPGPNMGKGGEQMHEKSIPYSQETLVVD
MIN6 prolif – induces beta-cell replication in MIN6 cells; MIN6 cells proliferation, ATPlite luminescence, 48 h; cells starved in 0.2% serum; 100% = growth in 10% serum; proliferation, % at 10 µM; 0.29% of 330,000 active;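 active = compounds whose signal lies at least 3.5 SD above the mean of all wells on their plate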;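 note: 0% = DMSO-treated cells in low-serum medium and 100% = 10% serum control; some compounds called inactive have numbers as strong as hits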
NLRP3 yeast inh – inhibitors of NALP3 inflammasome in yeast; Yeast reconstituted NLRP3/ASC/caspase-1, beta-gal luminescence, 24 h; AID 2825; inhibition, % at 10 µM; 0.39% of 330,000 active;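 active = inhibition of 50% or more; inactive = inhibition below 50%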;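 note: plate controls were induced DMSO wells for no effect and uninduced yeast grown without galactose for full effect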
MPTP block – inhibitors of mitochondrial permeability transition pore. isolated mouse mitochondria, Ca2+ swelling absorbance, 30 min. inhibition, % at 10 µM. 1.4% of 360,000 active. AID 602449;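 active = inhibition of 50% or more, scaled per plate between neutral and stimulator controls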;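 note: 0% = DMSO wells given calcium and 100% = 1 mM EGTA wells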
APJ agonist – activates the human apelin receptor APJ; CHO-K1 APJ PathHunter beta-arrestin, luminescence; 0% DMSO wells, 100% apelin; activation, % at 20 µM; 0.11% of 330,000 active; AID 2520;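 active = activation more than six SD over the plate average, tested at 20 µM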;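 note: 0% = DMSO alone and 100% = apelin-13 at 10 nM; some results filed as inactive read as strong as hits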
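Assay system: engineered CHO-K1 APJ arrestin reporter cells; Amount: 1000 CHO-K1 reporter cells seeded per well; Dosing: one dose, 20 µM compound, 1% DMSO; Times: compound stimulation 90 min at 25 °C, detection 60 min; Measured by: luminescent beta-gal fragment complementation, chemiluminescent substrate; Read-out: APJ–arrestin association signal; Controls: DMSO vs Apelin-13 10 nM.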
tim10-1 inh – inhibits growth of tim10-1 mutant yeast; 2.2% of 330,000 active; inhibition, % at 20 µM; S. cerevisiae tim10-1 ts strain growth, BacTiter-Glo, 24 h;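 active = inhibition of at least 40%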;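 note: mutant grown at 25 °C; 0% = DMSO wells with yeast and 100% = wells holding no yeast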
GRIN3A LBD mod – modulators (binders) of human NR3A ligand-binding domain. NR3A LBD differential scanning fluorimetry, Tm shift; 0% = protein alone, 100% = glycine-bound protein. Tm shift relative to glycine control, % at 25 µM. 2.5% of 340,000 active. AID 1259313;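 active = melting temperature shift of at least 10% of the positive control shift, at one fixed dose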
Starred values were filed as active, the others as inactive; x = no result given.

SMILES | tim23-1 inh | TIM10 inh | APJ antag | MIN6 prolif | NLRP3 yeast inh | MPTP block | APJ agonist | tim10-1 inh | GRIN3A LBD mod
CCC(C)NC(=O)c1cnn2c(C)c3c(nc12)CCCC3 (centres undefined) | 35 | -3 | -10 | -4 | 28 | 1.5 | -3 | 10 | -3
O=C(Nc1ccc(OCC(=O)N2CCOCC2)cc1)Nc1cccc(Cl)c1 | -11 | 7 | 16 | -2 | -3 | -0.6 | -1 | 10 | -2
Cc1cc(C)c2nc(C)cc(Nc3ccc(C(=O)N4CCOCC4)cc3)c2c1 | 14 | -21 | 18 | 2 | 4 | 0.1 | 0 | -2 | -2
CC1CN(C(=S)Nc2cccc([N+](=O)[O-])c2)CC(C)O1 (centres undefined) | 18 | -1 | -8 | 2 | 16 | -1.1 | 1 | 7 | 3
COc1ccc(NC(=O)c2nc3ccccc3s2)cc1 | 24 | 5 | 4 | -3 | 23 | -0.3 | -2 | -12 | -23
COc1ccc(C(=O)NN2C(=O)C3C(c4ccccc4)C=CC(c4ccccc4)C3C2=O)cc1 (centres undefined) | 17 | 23 | 2 | -1 | 4 | -0.5 | -3 | 25 | 4
CS(=O)(=O)Nc1cccc(C2=NN(C(=O)c3ccc(F)cc3)C(c3cccs3)C2)c1 (centres undefined) | 20 | 9 | 17 | -2 | 4 | 1.2 | -3 | 17 | -7
Cc1nc(N/N=C/c2ccc(O)cc2O)cc(N2CCOCC2)n1 | 25 | -29 | -22 | -3 | 27 | 0.2 | 2 | -22 | -10
COC(=O)[C@@]1(C)[C@H]2C(=O)N(C)C(=O)[C@H]2[C@H]2CN=C(SCc3ccc(Cl)cc3)N21 | 22 | -10 | x | x | x | 0.4 | x | 3 | -1
C=CCN1C(=O)C2(OCCO2)c2cc(C)ccc21 | 4 | -5 | 16 | -3 | 21 | 0.2 | -2 | 1 | -1
CC1(C)CCCC2=C1CC1C(=O)N(c3ccccc3)C(=O)C1C2 (centres undefined) | 34 | 8 | -3 | 0 | 8 | 6.5 | -1 | 18 | 0
Cc1ccccc1COC[C@H](CC(C)C)N1CCN(C(=O)c2cccc(C(F)(F)F)c2)CCC1=O | 25 | 7 | -33 | -4 | -1 | -0.2 | 6 | 16 | -2
COc1ccc(CCNC(=O)[C@@H](NC(=O)c2ccccc2F)C(C)C)cc1OC | 17 | -5 | -14 | -2 | -4 | -1.2 | -6 | 8 | 1
COc1cccc(-n2c(-c3cccc(S(=O)(=O)N(C)C)c3)n[nH]c2=S)c1 | -3 | -22 | 4 | -2 | 11 | -2.7 | -1 | 11 | 0
Cc1ccc(NC(=O)CCNS(=O)(=O)c2ccc3[nH]c(=O)oc3c2)cc1 | 3 | 5 | 2 | -2 | 2 | -2.0 | -2 | -1 | 1
Nc1nc(SCC(=O)Nc2ccccc2C(F)(F)F)[nH]c(=O)c1-c1ccccc1 | -5 | 1 | 3 | 0 | 12 | -1.1 | -1 | 8 | -2
O=C(NCCN1CCOCC1)C(=O)NCC1CCCO1 (centres undefined) | -2 | 9 | -3 | -2 | -6 | -1.0 | -1 | 5 | -2
O=C(CNC(=O)c1ccco1)OCc1c(F)cccc1Cl | 2 | -7 | -9 | -1 | 4 | 1.7 | -1 | 20 | 3
CCOC(=O)c1cc2cc(-c3c(C(=O)OCC)oc4cc(O)cc(O)c4c3=O)ccc2o1 | 14 | 4 | 26 | -1 | 25 | 51* | -6 | 28 | 22*
O=C(CNc1cc(S(=O)(=O)N2CCOCC2)ccc1N1CCCC1)NCc1ccco1 | 6 | -1 | 14 | 3 | 2 | -0.3 | -1 | 5 | 1
c1ccc(CNc2ccc(CNc3ncn[nH]3)cc2)cc1 | 0 | -1 | 8 | -4 | 26 | 0.1 | -4 | 16 | -1
COc1ccc(C(O)c2nccn2C)cc1 (centres undefined) | 1 | -8 | 12 | -3 | 16 | -0.7 | -2 | -19 | x
O=C(NC(=S)N1CCN(c2c(Cl)cccc2[N+](=O)[O-])CC1)c1cccs1 | 23 | 35 | 7 | -3 | 33 | 0.6 | -3 | 24 | -9
COc1ccc(C2=Nn3c(nnc3-c3ccco3)SC2)cc1OC | 10 | 25 | -4 | 2 | 19 | 0.1 | 1 | 17 | 1
N#Cc1cccc2cccc(S(=O)(=O)N3CCOCC3)c12 | -20 | 2 | -13 | -1 | 10 | -0.2 | -1 | -21 | 2
COc1c(Cl)cc(C(=O)NN)cc1Cl | 24 | -11 | -57 | -3 | 0 | -0.5 | 6 | 11 | -1
COc1ccc(N2CCN(CCNC(=O)C3CCN(S(=O)(=O)c4cccs4)CC3)CC2)cc1 | 1 | 9 | -5 | -4 | 2 | -1.8 | -3 | 11 | 1
COc1cc(C(=O)NCCc2ccc(F)cc2)ccc1OCC(=O)N1CCOCC1 | 2 | 1 | 20 | -2 | 15 | -1.7 | -7 | 8 | 0
Cc1cccc(N2CCN(C(=O)NCc3ccc(Cl)cc3)CC2)c1 | 14 | 3 | -19 | -4 | 16 | 1.9 | -3 | -9 | -2
COc1ccccc1N1CCc2c(C)nc3c(OC)cccc3c21 | 12 | 8 | 15 | -5 | 2 | 29 | 2 | 11 | 1
CC(C)(C)OC(=O)NN1CC(=O)N2Cc3ccccc3C[C@@H]2C1=O | -6 | 4 | 5 | -2 | 13 | 2.4 | 0 | 8 | 1
Cc1ccc(CC(=O)O/N=C(\N)c2cccc([N+](=O)[O-])c2)cc1 | 18 | 16 | -9 | 1 | 7 | 1.2 | 1 | 27 | 0
O=C(O)c1ccc(S(=O)(=O)NCC2CCCO2)cc1 (centres undefined) | 16 | -2 | 2 | -3 | 10 | -1.2 | -1 | 11 | 6
CCCCCOc1ccc(C(O)C(CN2CCOCC2)c2ccccc2)cc1 (centres undefined) | 15 | -12 | -12 | -3 | 23 | 0.8 | -1 | -42 | 2
Nc1nc(N)c2[nH]c(-c3ccccc3)nc2n1 | -3 | -3 | -8 | -1 | 11 | -0.9 | -1 | -6 | 0
CCC(C)C(NC(C)=O)C(=O)NC(=O)NC(c1ccccc1)c1ccccc1 (centres undefined) | 13 | 8 | 5 | -3 | 7 | 2.0 | -3 | 15 | -2
COc1ccc(NC(=O)Nc2c(C)n(-c3ccccc3)c(=O)n2C)cc1OC | 10 | 2 | -9 | -1 | 16 | -4.8 | -2 | 4 | 0
Cn1cnnc1SCC(=O)c1ccc2c(c1)NC(=O)CO2 | 10 | -6 | -8 | 5 | 8 | -1.9 | -1 | 7 | 2
CN(Cc1ccccc1)C(=O)CCc1ccccc1 | 6 | 13 | -10 | 0 | 38 | 0.1 | 5 | 15 | 0
CCn1c(=O)c(C(=O)Nc2ccccn2)c(O)c2ccccc21 | 17 | 19 | -1 | -5 | 37 | 1.1 | 1 | -15 | 0
CCn1nnnc1SCC(=O)N1N=C(c2cccs2)CC1c1cccs1 (centres undefined) | 21 | -3 | 8 | -1 | 31 | -0.5 | 11 | 17 | 4
Clc1ccc(-n2nnnc2CN2CCOCC2)cc1Cl | 5 | -14 | -13 | 1 | -1 | 0.0 | 3 | 20 | -3
O=C(OCC(=O)N1CCC(Cc2ccccc2)CC1)c1ccc[nH]c1=O | -9 | -13 | 22 | 2 | 1 | -4.5 | -2 | 6 | 2
CC(Sc1nc2ccccc2c(=O)n1C)C(=O)N(C)C1CCCCC1 (centres undefined) | 24 | 4 | 9 | -7 | -1 | 42 | -2 | 11 | 2
NC(=S)NN=C1c2cc(OCCN3CCOCC3)ccc2-c2ccc(OCCN3CCOCC3)cc21 | -125 | -16 | 14 | -3 | 33 | 0.0 | 0 | -40 | -2
CC(NC(=O)C(=O)NN=C1CCCCCCC1)c1ccccc1 (centres undefined) | 5 | 13 | 3 | -2 | 0 | -0.2 | -4 | 8 | 0
Cc1nc(SCc2ccc(Cl)cc2)ncc1C(=O)O | 15 | 12 | 1 | -1 | -5 | -4.7 | -1 | 0 | 3
O=C(CNC(=O)c1cccc(F)c1)OCc1cc(=O)n2cc(Br)ccc2n1 | 5 | 2 | 0 | 0 | 2 | 1.4 | -4 | 5 | 1
CCOc1ccc(-c2nnc(NC(=O)c3ccc(OCC(C)C)c(OC)c3)o2)cc1 | 20 | 18 | 2 | -5 | 5 | 0.6 | -2 | 16 | -2
CC(C)C(NS(=O)(=O)c1cccs1)C(=O)NCc1ccccc1 (centres undefined) | 3 | 12 | 10 | -1 | 13 | 0.2 | -1 | -12 | 1

A draw from above in order of length of the SMILES, lowest first.
SMILES | tim23-1 inh | TIM10 inh | APJ antag | MIN6 prolif | NLRP3 yeast inh | MPTP block | APJ agonist | tim10-1 inh | GRIN3A LBD mod
CC(NC(=O)C(=O)NN=C1CCCCCCC1)c1ccccc1 (centres undefined) | 5 | 13 | 3 | -2 | 0 | -0.2 | -4 | 8 | 0
CCn1nnnc1SCC(=O)N1N=C(c2cccs2)CC1c1cccs1 (centres undefined) | 21 | -3 | 8 | -1 | 31 | -0.5 | 11 | 17 | 4
NC(=S)NN=C1c2cc(OCCN3CCOCC3)ccc2-c2ccc(OCCN3CCOCC3)cc21 | -125 | -16 | 14 | -3 | 33 | 0.0 | 0 | -40 | -2

Continuation.
SMILES | tim23-1 inh | TIM10 inh | APJ antag | MIN6 prolif | NLRP3 yeast inh | MPTP block | APJ agonist | tim10-1 inh | GRIN3A LBD mod
CCOc1ccc(/C=C/C(=O)Oc2ccccc2)cc1 | 13 | 2 | -14 | -5 | 18 | 1.0 | -2 | -4 | 0
CC(=O)c1c(C)[nH]c(C(=O)OCc2cc(=O)n3cc(Br)ccc3n2)c1C | -27 | -18 | 7 | -1 | 9 | 0.7 | -2 | -28 | 1
COCCNC(=O)Cn1c(=O)n(Cc2ccco2)c(=O)c2ccccc21 | 4 | -10 | 6 | -3 | 6 | -0.1 | 3 | 12 | 3
CCN(CC(=O)NCc1cccs1)C(=O)CCOc1ccccc1C | 1 | -10 | 4 | -5 | 1 | 1.1 | 10 | -10 | 1
Cc1ccc(NC(=O)C2CC(=O)NC(N3CCCCC3)=N2)cc1Cl (centres undefined) | 1 | 2 | 13 | 1 | -11 | -1.0 | -4 | 0 | 1
CCCCN1C(=O)c2ccc(C(=O)Nc3cccc(C)c3C)cc2C1=O | 13 | -3 | 7 | 0 | 18 | -0.5 | -2 | 4 | 0
Cc1ccc2[nH]c3c(=O)n(CC(=O)NCCc4ccc(Cl)cc4)ncc3c2c1 | -2 | -1 | 0 | 0 | 2 | 1.2 | -1 | 1 | -7
CCN(CC)S(=O)(=O)c1ccc(N2CCOCC2)c(NC(=O)c2ccc(NC(C)=O)cc2)c1 | 10 | 16 | 10 | -1 | 5 | 1.7 | -1 | 12 | -1
O=C(Cc1ccc(Cl)cc1)NN1C(=O)c2ccccc2C1=O | 8 | 2 | 13 | 2 | 1 | 1.2 | 2 | 8 | 0
CSCCC(NS(=O)(=O)c1ccc(Cl)cc1)C(=O)OCc1c(Cl)cccc1Cl (centres undefined) | 27 | 11 | 3 | -6 | 11 | -6.7 | 0 | 5 | -14
Cc1csc(NC(=O)C2CCCN(S(=O)(=O)c3cccnc3)C2)n1 (centres undefined) | -3 | -3 | -53 | -1 | 0 | 0.6 | 0 | -12 | -1
Cc1ccc2nc(NC(=O)C3CCCN(S(=O)(=O)c4cccc5nsnc45)C3)sc2c1 (centres undefined) | 26 | 32 | -1 | 0 | 20 | -10 | 8 | 41* | -2
O=C(COC(=O)Cc1c[nH]c2ccccc12)NCCc1ccccc1 | 1 | -2 | 19 | 9 | 13 | -2.2 | 0 | -3 | 1
